Screens deposited in PubChem BioAssay by several laboratories.
ABCB6 inh 2: ABCB6 transporter inhibitors, primary screen, K562-ABCB6 cells, flow cytometry, MLPCN library; K562-ABCB6 porphyrin accumulation, 1 h; stronger effect = lower value; fluorescence ratio to DMSO, % at 10 µM; 0.19% of 360,000 active; AID 602162, 2011;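 active = fluorescence ratio to DMSO below 75%, the collection mean minus 3 SD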;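 note: signal is porphyrin accumulated inside mitochondria; 100% equals median channel fluorescence of DMSO control wells; lower ratio means ABCB6 inhibition with less porphyrin fluorescence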
Target sequence (Q9NP58 whole entry, looked up): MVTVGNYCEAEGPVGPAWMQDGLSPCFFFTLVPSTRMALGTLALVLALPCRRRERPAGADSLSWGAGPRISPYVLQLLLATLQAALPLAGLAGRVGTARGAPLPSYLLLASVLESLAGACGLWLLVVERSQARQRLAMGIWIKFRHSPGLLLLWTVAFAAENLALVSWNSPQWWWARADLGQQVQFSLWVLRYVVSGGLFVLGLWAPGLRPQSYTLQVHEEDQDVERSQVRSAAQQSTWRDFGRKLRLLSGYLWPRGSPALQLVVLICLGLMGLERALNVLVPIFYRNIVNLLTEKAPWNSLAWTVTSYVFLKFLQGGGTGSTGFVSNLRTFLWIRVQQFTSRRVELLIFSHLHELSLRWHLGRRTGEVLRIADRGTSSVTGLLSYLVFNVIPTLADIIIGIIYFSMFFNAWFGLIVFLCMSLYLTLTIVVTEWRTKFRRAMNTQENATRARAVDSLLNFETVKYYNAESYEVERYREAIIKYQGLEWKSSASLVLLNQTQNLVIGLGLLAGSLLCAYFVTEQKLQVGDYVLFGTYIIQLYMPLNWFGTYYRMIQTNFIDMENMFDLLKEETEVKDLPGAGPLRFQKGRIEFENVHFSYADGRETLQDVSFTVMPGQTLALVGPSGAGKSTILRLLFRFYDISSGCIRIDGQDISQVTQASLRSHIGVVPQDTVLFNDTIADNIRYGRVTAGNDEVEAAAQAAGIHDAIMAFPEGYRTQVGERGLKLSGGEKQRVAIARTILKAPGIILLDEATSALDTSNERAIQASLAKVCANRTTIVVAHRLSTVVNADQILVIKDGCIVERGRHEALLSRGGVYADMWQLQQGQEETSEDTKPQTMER
Cardio protect: cardioprotection against H2O2-induced cell death, primary screen, uHTS, H9c2 cells, ATPLite luminescence | H9c2 cardiomyocytes, H2O2 injury protection, 2 h | protection from H2O2 cell death, % at 20 µM | 0.63% of 360,000 active | AID 588492, 2011;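 active = compounds giving at least 50% protection of heart cells from peroxide-induced death in the single-dose screen, raw or plate-pattern-corrected value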;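 note: 0% = DMSO wells with peroxide and 100% = DMSO wells without peroxide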
N-glyco inh: increase of ERlucT glycosylation luciferase signal, primary screen, N-linked glycosylation inhibitor project, D54 ERlucT cells, luminescence, set 2; D54 ERlucT glycosylation luciferase reporter, 24 h; percent of 100 nM tunicamycin response; reporter increase, % at 12.5 µM; 0.23% of 360,000 active;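 active = mean luciferase reporter signal, scaled so untreated is 0 and the glycosylation-blocking control 100, at or above a set limit in every replicate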;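 note: luciferase carries N-glycosylation sites so blocking glycosylation raises the light; 0% = median of neutral control wells and 100% = median of 100 nM tunicamycin wells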
PDI inh: inhibitors of human PDI, primary screen, biochemical, turbidity, single point, plate reader; 0.052% of 350,000 active; Protein disulfide-isomerase (Homo sapiens), P07237; PDI insulin aggregation turbidity, A650, 90 min; inhibition, % at 10 µM;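 active = mean inhibition across replicates of 30% or more, whatever share of single replicates reach that level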;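 note: absorbance from insulin aggregation driven by PDI reduction with DTT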
HTR2A ag: mouse Htr2a agonists via beta-arrestin recruitment, primary screen, cell-based, luminescence; 5-hydroxytryptamine receptor 2A (Mus musculus), P35363; CHO-K1 mHTR2A beta-arrestin complementation; percent of 30 µM serotonin response; activation, % at 7.6 µM; 0.66% of 360,000 active; AID 624169, 2012;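 active = activation above a run cutoff, the mean activation of all tested compounds plus 3 SD, cut at about 14% in these data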;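 note: 0% = plate median of compound wells and 100% = 30 µM serotonin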
CaV13 ICDI inh: Primary screen for inhibitors of IQ motif and Ca2+-dependent inactivation inhibitor domain binding in CACNA1D, Förster resonance energy transfer in living cells, … | HEK cells, CFP/YFP FRET ICDI-IQ, plate reader, 10 min; percent FRET-ratio fall versus neutral wells | inhibition, % at 12.3 µM | 0.098% of 340,000 active | AID 743397;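 active = mean replicate inhibition of at least 30% and at least 1% of replicates passing that level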;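 note: 0% = median of the neutral control wells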
Vif inh: HIV Vif self-association inhibitors, primary screen, imaging, HEK293T, single point | HEK293T cells, Vif self-association by quenched fluorescence, 24 h | inhibition, % at 7.49 µM | 0.35% of 340,000 active | AID 602346, 2012; in the data active = inhibition above about 50%, passing the limit was not always enough; note: some results filed as inactive read as strong as hits
MC4R barr agon: MC4R agonists recruiting beta-arrestin, primary screen, cell-based, luminescence, agonist arm of biased-ligand search | Melanocortin receptor 4 (Homo sapiens), P32245 | AID 540308, 2011 | 0.98% of 360,000 active | U2OS MC4R beta-arrestin complementation; percent of melanotan II response, DMSO zero | activation, % at 8.9 µM;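 active = activation above a per-plate cutoff, the mean activation of sample wells on that plate plus 3 SD, cut at about 8% in these data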
aDG glyco act: activators of alpha-DG glycosylation, primary screen, uHTS, Pro5-aDG cells, AlphaScreen | alpha-DG glycosylation AlphaScreen (IIH6); 0% Pro5, 100% B10-LARGE cell signal | activation, % at 10 µM | 0.22% of 360,000 active | AID 624168, 2012;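 active = activation of at least 8% versus controls, or a plate z-score of at least 8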;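 note: Pro5 are CHO cells carrying HIG-tagged alpha-DG that lacks glycosylation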
MC4R antagonist: MC4R antagonists of cAMP signaling, primary screen, cell-based, TR-FRET, antagonist arm of biased-ligand search; MC4R-expressing cells, MTII-stimulated cAMP, LANCE TR-FRET; 0.48% of 360,000 active; Melanocortin receptor 4 (Homo sapiens), P32245; inhibition, % at 6.5 µM;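 active = inhibition above its plate's cutoff, the mean of tested wells on that plate plus 3 SD, cut at about 29% in these data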;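 note: 0% = Melanotan II alone and 100% = Melanotan II plus saturating MCL0020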
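Material: U2OS-MC4R stable cell line | Reagent: Melanotan II challenge after compound preincubation | Doses: One concentration, 6.5 µM nominal | Incubation: 30-min compound preincubation, 1-h Melanotan II challenge, 1-h detection, room temperature | Signal: TR-FRET cAMP assay | Replicates: One well per compound, no replicates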
* = called active by the depositor; nt = no result given.

SMILES	ABCB6 inh 2	Cardio protect	N-glyco inh	PDI inh	HTR2A ag	CaV13 ICDI inh	Vif inh	MC4R barr agon	aDG glyco act	MC4R antagonist
Cc1ccc2c(c1)C1CN(C)CCC1N2S(=O)(=O)c1cccc(C(F)(F)F)c1 (configuration not stated)	103	0	-2	-8	-12	-4	48	0.8	-0.2	0
Cc1cccc(-n2ncc(Cl)c(Cl)c2=O)c1	110	-22	-19	2	3	-4	11	4.2	-0.2	28
CCN(CC)C1CCN(C(=O)c2ccc(OC3CCN(CCc4ccccc4)CC3)cc2)C1 (configuration not stated)	102	-2	-6	-1	-11	-9	-2	1.4	0.1	14
O=c1[nH]c2ccccc2cc1-c1nnn(-c2ccc(Cl)c(Cl)c2)n1	106	8	-1	-4	-7	-10	17	-2.7	0.5	1
CSC(=NC#N)N1CCN(c2ccccc2)CC1	96	4	-1	7	-5	-4	-2	-1.7	0.5	3
O=C(CNC(=O)c1ccc(Br)cc1)N=Nc1c(O)[nH]c2ccc([N+](=O)[O-])cc12	99	7	6	7	6	-4	-8	-0.8	-0.1	-2
Cc1cccnc1NC(=O)CCCNC(=O)c1ccc(Cl)cc1	100	-1	-1	-3	1	-2	7	-3.0	0.4	8
COc1ccc(NC(=O)CSCc2cc(=O)n3ccsc3n2)cc1	103	4	-1	3	-5	-3	-4	-3.2	-0.4	11
O=C(Nc1ccc2c(c1)OCCO2)c1ccc(Cl)c([N+](=O)[O-])c1	84	-4	-4	-14	0	-5	-8	-1.0	0.4	17
CC1CN(CC(=O)NC(C)c2ccccc2)CC(C)O1 (configuration not stated)	98	2	-2	10	3	-6	-6	1.0	0.0	-1

Three entries from above, as comma-separated lines:
SMILES,ABCB6 inh 2,Cardio protect,N-glyco inh,PDI inh,HTR2A ag,CaV13 ICDI inh,Vif inh,MC4R barr agon,aDG glyco act,MC4R antagonist
Cc1cccnc1NC(=O)CCCNC(=O)c1ccc(Cl)cc1,100,-1,-1,-3,1,-2,7,-3.0,0.4,8
COc1ccc(NC(=O)CSCc2cc(=O)n3ccsc3n2)cc1,103,4,-1,3,-5,-3,-4,-3.2,-0.4,11
O=C(Nc1ccc2c(c1)OCCO2)c1ccc(Cl)c([N+](=O)[O-])c1,84,-4,-4,-14,0,-5,-8,-1.0,0.4,17

Single records, from the list above. Values in the order: ABCB6 inh 2 | Cardio protect | N-glyco inh | PDI inh | HTR2A ag | CaV13 ICDI inh | Vif inh | MC4R barr agon | aDG glyco act | MC4R antagonist
Entry for Cc1ccc2c(c1)C1CN(C)CCC1N2S(=O)(=O)c1cccc(C(F)(F)F)c1 (configuration not stated) : 103 | 0 | -2 | -8 | -12 | -4 | 48 | 0.8 | -0.2 | 0
Entry for COc1ccc(NC(=O)CSCc2cc(=O)n3ccsc3n2)cc1 : 103 | 4 | -1 | 3 | -5 | -3 | -4 | -3.2 | -0.4 | 11
Entry for CSC(=NC#N)N1CCN(c2ccccc2)CC1 : 96 | 4 | -1 | 7 | -5 | -4 | -2 | -1.7 | 0.5 | 3
Entry for Cc1cccc(-n2ncc(Cl)c(Cl)c2=O)c1 : 110 | -22 | -19 | 2 | 3 | -4 | 11 | 4.2 | -0.2 | 28
Entry for O=c1[nH]c2ccccc2cc1-c1nnn(-c2ccc(Cl)c(Cl)c2)n1 : 106 | 8 | -1 | -4 | -7 | -10 | 17 | -2.7 | 0.5 | 1

The list goes on.
SMILES	ABCB6 inh 2	Cardio protect	N-glyco inh	PDI inh	HTR2A ag	CaV13 ICDI inh	Vif inh	MC4R barr agon	aDG glyco act	MC4R antagonist
COc1cccc(NC(=O)C2=COCCO2)c1	96	-3	-1	1	3	-5	-6	-2.0	-0.2	3
COc1cccc(-c2cc(NC=O)c3ncc(-c4ccc(OC)c(OC)c4)n3c2)c1	105	49	15	5	0	-7	nt	3.6	0.2	-29
O=C(Nc1ccc2oc(-c3ccc4ccccc4c3)nc2c1)c1cccs1	95	8	-3	-6	9	-1	52*	14*	-0.2	8
Cc1ccc(NC(=O)CN(C)C(=O)COC(=O)C(C)(C)Oc2ccc(Cl)cc2)cc1	99	-6	0	1	-6	-6	6	-3.7	-0.5	11
CC1=C(C(=O)N2CCOCC2)CC(CC(=O)NCCCCc2ccccc2)C(=O)N1CCC1=CCCCC1 (configuration not stated)	90	20	1	-5	-1	-3	0	0.4	0.2	7
O=C(CCN1C(=O)/C(=C/c2ccc(F)cc2)SC1=S)NCCc1cnc[nH]1	104	-8	-4	5	1	-4	-2	-4.0	0.0	2
O=C(Nc1cccc2ccccc12)c1cccc(F)c1	100	-7	2	7	5	-3	2	-0.7	0.1	8
CC(C)(C)C1CCC2(CC1)C(Nc1cccc(C(F)(F)F)c1)=NC(=S)N2CC#N (configuration not stated)	98	-2	-8	1	-1	-4	1	-0.8	0.2	10
O=C1CC(NC(=O)c2ccc(Cl)cc2)C(=O)N1 (configuration not stated)	100	4	2	1	2	-3	-12	-0.3	0.0	3
CCCCn1c(=NC(C)=O)c(C#N)cc2c(=O)n3cccc(C)c3nc21	101	9	7	-1	8	-4	-5	-0.6	0.0	-1
O=C(Cn1nc(C(=O)O)c2ccccc2c1=O)Nc1cc(C(F)(F)F)ccc1-n1cncn1	99	28	3	-2	1	-4	0	-0.2	-0.2	0
CC1(C)CC(=O)C=C(Nc2ccc(C(=O)O)cc2)C1	96	-5	2	7	1	-4	0	-2.0	0.0	5
COc1ccc(Cl)cc1NC(=O)NNC(=O)c1ccccn1	98	18	3	-27	-8	-5	-2	-1.7	0.7	5
Cc1cccc(OCC(=O)NNC(=O)CCN2CCN(c3ccccc3)CC2)c1C	100	10	-1	8	8	-6	-2	-0.9	0.8	14

This is a random part of the collection (roughly 3.6% active in at least one column).
